# HIF-2a inh = inhibitors of HIF-2a. inhibition, % at 18.8 µM. 786-0 RCC cells HIF-2a reporter, luciferase luminescence, overnight. actives 0.72% (n = 360,000);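 active = inhibition of the luminescence signal of 40% or more relative to plate controls, in a single-dose primary screen at 18.75 µM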
# CF NFkB block = cystic fibrosis NF-kB activation inhibition | KKLEB NF-kB-GFP reporter, PAF-induced, GFP fluorescence overnight | inhibition, % at 5 µM | actives 0.86% (n = 360,000) | AID 588850;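 active = at least 50% inhibition at 5 µM, scaled per plate between neutral and stimulator controls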;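 note: PAF is a Pseudomonas aeruginosa culture filtrate used as stimulus; plate controls were PAF-stimulated DMSO wells for no effect and unstimulated DMSO wells for full effect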
# NR2E3 ag-1 = agonists of human NR2E3 nuclear receptor. Q9Y5X4. actives 0.35% (n = 360,000). AID 602229. inhibition of corepressor binding, % at 3.98 µM. CHO-S Gal4-NCOR/VP16-NR2E3 two-hybrid, luciferase;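 active = inhibition above the mean of all tested compounds plus 3 SD, cut at about 70% in these data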;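 note: 0% = DMSO with NR2E3 transfected cells and 100% = cells lacking NR2E3 construct; higher means lower luciferase signal from less NR2E3 corepressor binding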
# Target sequence (Q9Y5X4 whole entry, looked up, the tested form may be a part): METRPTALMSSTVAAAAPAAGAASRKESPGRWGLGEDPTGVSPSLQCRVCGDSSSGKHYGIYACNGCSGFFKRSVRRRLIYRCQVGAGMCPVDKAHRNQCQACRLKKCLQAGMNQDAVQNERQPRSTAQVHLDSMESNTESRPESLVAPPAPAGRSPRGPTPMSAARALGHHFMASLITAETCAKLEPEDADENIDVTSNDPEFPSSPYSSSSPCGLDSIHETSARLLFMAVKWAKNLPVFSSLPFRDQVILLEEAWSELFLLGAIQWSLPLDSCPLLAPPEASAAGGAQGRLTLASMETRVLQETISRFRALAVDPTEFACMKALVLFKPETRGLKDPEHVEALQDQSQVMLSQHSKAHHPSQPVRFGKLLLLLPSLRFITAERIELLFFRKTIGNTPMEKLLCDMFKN
# TWEAK Fn14 block = TWEAK-Fn14 signaling inhibition | TWEAK-stimulated Fn14 reporter cells, luciferase luminescence, 8 h | inhibition, % at 10 µM | actives 2% (n = 360,000) | AID 1159606; in the data active = inhibition above about 50%
# hiPSC survival = enhancers of human iPSC single-cell survival; hiPSC single-cell survival, ATPlite luminescence; 100% = ROCK inhibitor wells, 0% = DMSO; survival enhancement, % at 20 µM; actives 0.044% (n = 360,000); AID 602274; in the data active = survival enhancement above about 18%;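 note: cells exposed to compounds for 16 hours before the ATP read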
# NR2E3 ag-2 = NR2E3 (human) agonism; Q9Y5X4; GST-NR2E3/biotin-RetCOR TR-FRET, 1536-well; inhibition of corepressor binding, % at 4.78 µM; actives 0.12% (n = 320,000); AID 2300;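 active = percent inhibition above the cutoff of mean plus 3 SD of all tested compounds, set per screening campaign, cut at about 20% in these data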;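 note: 0% = DMSO wells and 100% = biotin wells as full block of FRET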
#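 Test system: GST-NR2E3 and biotin-RetCOR proteins | Quantity: 1.35 nM GST-tagged NR2E3 final | Medium: Tris pH 7.5 | Also added: 7 nM biotin-RetCOR | Dosing: Compound at 4.8 µM, single dose | Timing: 5 h at 4 °C | Detection: Time-resolved FRET | Read-out basis: Percent inhibition | Benchmarks: Biotin wells as high control, 0.6% DMSO wells as low control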
# aDG glyco act = alpha-DG glycosylation activation. activation, % at 10 µM. AID 624168. Pro5-aDG cells, alpha-DG glycosylation AlphaScreen (IIH6); 0% Pro5, 100% B10-LARGE cell signal. actives 0.22% (n = 360,000);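 active = activation of at least 8% versus controls, or a plate z-score of at least 8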;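 note: Pro5 are CHO cells carrying HIG-tagged alpha-DG that lacks glycosylation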
# TRPM1 prom inh = MITF TRPM1 promoter inhibition in SK-MEL-5 cells; SK-MEL-5 TRPM1 promoter luciferase, 24 h; inhibition, % at 12.5 µM; actives 0.83% (n = 330,000);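 active = mean inhibition across replicates of 60% or more, whatever share of single replicates reaches that level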; note: values of inactives mirror those of a sister screen read the other way
# KKLEB cytotox = counter-screen for CF NF-kB inhibitors: cytotoxicity; KKLEB CF airway cells viability, ATPlite luminescence, overnight; stronger effect = lower value; cells stimulated with P. aeruginosa culture filtrate; activity change (cytotoxicity), % at 5 µM; actives 0.36% (n = 360,000);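 active = corrected activity change at or below -50% at 5 µM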
# Peg3 prom inh = reduces Peg3 promoter-driven luciferase expression in HeLa; HeLa PEG-Prom luciferase reporter, luminescence, overnight; inhibition, % at 20 µM; actives 1.7% (n = 360,000); AID 588405;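 active = inhibition of at least 50% at 20 µM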
# Shn3 inh set2 = inhibitors of Schnurri-3 3'UTR reporter in osteoblasts; inhibition, % at 12.5 µM; Clone20 osteoblast Shn3 3'UTR firefly luciferase, 24 h; actives 0.52% (n = 360,000);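 active = mean inhibition of at least 75% with every replicate also reaching 75%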;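 note: 0% = median of neutral control wells and 100% = pilot-screen positive control compound; some compounds past the cut are filed as inactive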
# Starred values were filed as active, the others as inactive; . = no result given.
item	Structure	HIF-2a inh	CF NFkB block	NR2E3 ag-1	TWEAK Fn14 block	hiPSC survival	NR2E3 ag-2	aDG glyco act	TRPM1 prom inh	KKLEB cytotox	Peg3 prom inh	Shn3 inh set2
1	CCCCCC(=O)N1C[C@H](O)[C@@H](n2cc(-c3ccc(F)cc3)nn2)C[C@@H]1c1ccc(OC)cc1	7	-25	-35	10	-1.6	.	0.3	.	-8	14	3
2	COC(=O)CN(c1ccc(Cl)cc1C)S(C)(=O)=O	2	-26	2	3	0.3	5	-0.3	1	12	2	-2
3	Cc1ccccc1/C=N/Nc1ccc(Cl)nn1	-94	-11	5	-26	-0.9	1	0.0	-25	8	-266	-9
4	COc1ccc(NC(=O)COc2ccc3c(c2)CCC3)cc1S(N)(=O)=O	-3	4	-10	5	0.3	.	-0.1	0	-2	-15	14
5	O=CC1=C(N2CCOCC2)/C(=C/c2ccc(Cl)cc2)CC1	3	17	5	9	0.0	-3	0.0	10	-7	-6	15
6	CCNc1nc(NC(C)C)nc(-c2ccncc2)n1	16	11	-1	23	-0.1	.	-0.3	.	-4	0	-16
7	CCC(=O)NC(=S)Nc1ccc(NC(=O)CC)cc1	-39	-5	3	-21	1.5	1	-0.1	-6	1	-25	-21
8	COc1cc(/C=N/NC(=O)c2ccc(N)cc2)ccc1OC(=O)c1cccc(C)c1	-5	-21	-12	4	-0.4	.	0.0	-12	7	-30	1
9	O=C(NCc1ccc(F)cc1)c1cccc(S(=O)(=O)N2CCCC2)c1	15	1	14	20	4.0	-1	0.1	-8	9	-1	3
10	CN(C)S(=O)(=O)c1ccc(C(=O)Nc2cccc(C(=O)N3CCOCC3)c2)cc1	-1	13	-10	7	1.4	0	0.3	5	-1	9	-24
11	Cc1ccc(CN2CCN(/N=C/c3cc(Br)cc(Br)c3O)CC2)c(C)c1	5	8	-5	-2	-0.3	-3	-0.1	10	11	-3	3
12	CCc1nc2c(OCCn3cccc3)cccn2c1N(C)C(=O)c1ccccc1F	5	-9	-14	0	-1.7	.	-0.1	.	1	6	0
13	CCCS(=O)(=O)N1CCN(CCN2C(=O)c3cccc4cccc(c34)C2=O)CC1	-10	-40	0	-18	-1.1	-2	0.4	-9	-1	-21	14
14	O=C(CSc1ncn[nH]1)N1c2ccccc2Sc2ccccc21	28	1	-34	15	0.6	-1	0.1	3	13	22	.
15	Clc1cc(NCc2ccccc2)ncn1	-3	8	9	-7	0.2	2	-0.1	-8	3	-13	-8
16	CCCCn1nnnc1C(c1ccccc1)N1CCN(C/C=C/c2ccccc2)CC1 (centres undefined)	-10	-18	21	5	-0.8	.	0.2	.	-1	-16	-15
17	CCc1ccc(N2CCN(CCNC(=O)Nc3ccccc3)CC2)cc1	6	12	21	-7	0.7	0	0.0	16	2	8	-14
18	CCOc1cc(/C=C/C(=O)c2ccc(OC)c(CN3CCOCC3)c2)cc(Br)c1O	32	17	-8	2	3.9	-3	0.0	3	4	47	-26
19	COC(=O)c1ccc(C2CC(=O)Nc3cc(OC)c(OC)c(OC)c32)cc1 (centres undefined)	-2	-4	29	-7	1.2	4	0.3	3	-4	-11	11
20	CN(C)CC(C)(C)CNC(=O)c1cc(Br)cc(Br)c1O	8	7	-16	-6	2.1	2	0.0	-17	-3	8	0

# The list continues:
item	Structure	HIF-2a inh	CF NFkB block	NR2E3 ag-1	TWEAK Fn14 block	hiPSC survival	NR2E3 ag-2	aDG glyco act	TRPM1 prom inh	KKLEB cytotox	Peg3 prom inh	Shn3 inh set2
21	CCc1nnc(NC(=O)C=C(C)C)s1	-126	14	-58	-23	3.2	-2	-0.3	-44	1	-123	-45
22	CCOC(=O)N1CCN(C(=O)CSc2cc(C)nc3c(-c4ccccc4OC)c(C)nn23)CC1	7	8	3	-10	0.4	-1	-0.2	-5	14	0	9
23	CC(=NNC(=S)N(Cc1ccccn1)Cc1ccccn1)c1cnccn1	-72	-52	-24	-9	-2.5	.	0.3	80*	-2	54*	95*
24	COc1cc(C(=O)Nc2ccc3oc(-c4cccnc4)nc3c2)cc(OC)c1OC	8	6	3	24	-0.2	1	-0.2	-5	-11	52*	14
25	COc1cccc(CN2CCN(Cc3cccc4c3OCO4)CC2CCO)c1 (centres undefined)	5	-4	-24	9	-0.9	-1	-0.5	-2	10	6	-10
26	CSC1=N/C(=C\c2c(F)cccc2Cl)C(=O)S1	4	-7	-25	3	1.1	3	0.0	15	-3	-3	12
27	Cc1cccc(SC2CCN(C(=O)C3CCC(=O)N(C4CC4)C3)CC2)c1 (centres undefined)	-10	20	29	8	-0.4	-5	0.4	5	-10	-7	-1
28	Cc1ccc(CNC(=O)CN2C(=O)c3ccccc3S2(=O)=O)cc1	-17	4	5	18	-0.8	2	0.2	5	3	2	-10
29	COc1ccc(CN2CCN(C(=O)c3ccc(F)cc3)CC2)c(OC)c1	17	-1	-3	-19	-0.5	4	0.1	-6	5	5	-71
30	O=C(CN1CCOCC1)N/N=C/c1ccc(-c2cccc(Cl)c2Cl)o1	-23	14	-8	-19	-0.7	3	0.0	10	-5	16	-2
31	COc1ccc(S(=O)(=O)Nc2nc3n(n2)C(c2ccc(Cl)cc2)CC(=O)N3)cc1 (centres undefined)	-4	4	17	19	0.0	3	0.0	3	7	7	-9
32	COc1ccc(-c2c(-c3ccc(O)cc3O)n[nH]c2C(F)(F)F)cc1	16	-8	-16	39	-0.4	0	-0.3	28	0	0	17
33	CN(C(=O)c1cccc(NC(=O)Cc2cccc(NC(=O)C3CCCN(C(=O)CCc4ccccc4)C3)c2)c1)C1CCC1 (centres undefined)	4	-2	11	20	2.7	.	0.1	43	0	1	53
34	c1cnc2ccc3ncccc3c2c1	-55	11	-7	0	-0.5	5	0.5	-2	-3	-53	-9
35	O=C(COC(=O)C1CC(=O)N(Cc2ccccc2)C1)c1ccc(F)cc1 (centres undefined)	14	1	3	-12	-0.2	0	-0.1	12	-3	3	1
36	CC(=O)Nc1cccc(Oc2cc(C#N)c(C#N)cc2N2CCCCCC2)c1	34	28	-36	12	1.6	2	0.0	-9	-4	30	14
37	CC1=C(C(=O)N2CCCCCC2)CC(CC(=O)NCC2CCCCC2)C(=O)N1Cc1ccc(F)cc1 (centres undefined)	0	.	7	1	0.0	.	-0.1	.	.	.	.
38	CC(C)[C@H](NC(=O)C1CCN(S(=O)(=O)c2ccccc2)CC1)C(=O)NCc1ccccc1	1	10	-2	3	-0.3	3	-0.4	-3	7	-13	12
39	CCCCn1cnc2c(=S)nc(N)[nH]c21	6	-12	-10	8	-0.5	1	-0.2	-1	-9	-11	-12
40	COc1ccc(S(=O)(=O)N2CCN(c3ccccc3)CC2)cc1	19	-28	21	20	-4.1	4	-0.1	-7	11	18	8

# (more compounds)
item	Structure	HIF-2a inh	CF NFkB block	NR2E3 ag-1	TWEAK Fn14 block	hiPSC survival	NR2E3 ag-2	aDG glyco act	TRPM1 prom inh	KKLEB cytotox	Peg3 prom inh	Shn3 inh set2
41	Cn1c(=O)cc(SCC(=O)NCCC2=CCCCC2)c2ccccc21	13	-12	-16	-26	-1.7	-2	-0.1	-5	-4	0	6
42	O=C(Nc1ccccc1Cl)NC1(C(=O)N2CCCC2)CCCCC1	14	-1	11	14	-1.8	-1	0.6	8	-3	11	8
43	Cc1ccc(OC(=O)c2ccccc2C(=O)OCC(F)(F)C(F)F)cc1	13	9	-11	7	-0.5	5	-0.2	-2	-6	-11	30
44	O=C(/C=C/c1ccco1)OCc1nnc(-c2ccccc2)o1	-16	-22	-28	-1	-2.1	-1	-0.1	3	28	-23	-29
45	O=C(CNS(=O)(=O)c1cccs1)NCc1ccccc1	8	3	-29	-7	0.3	1	0.3	-1	-6	3	-12
46	O=C(Nc1ccc(S(=O)(=O)N2CCCC2)cc1)C1CCCCC1	5	7	-17	5	-0.3	3	0.0	8	-10	-1	21
47	COc1ccc(C(=O)N2CCCC2)cc1	2	16	8	20	1.5	1	-0.2	14	1	13	0
48	Cn1c(N2CCCCC2)nc2c1c(=O)n(Cc1cccc(Br)c1)c(=O)n2C	18	6	-13	-12	1.0	.	-0.2	7	0	26	-14
49	CCCS(=O)(=O)c1c(S(=O)(=O)CCC)c2c(N)cccn2c1C(=O)c1ccc(Br)cc1	20	-9	-2	12	-0.3	1	0.0	14	8	21	26
50	O=C(CCNS(=O)(=O)c1ccccc1)OCc1nnc(-c2ccccc2)o1	-64	-1	-22	1	0.5	-2	-0.2	-20	15	-51	-7
51	N=C1C(c2ccccc2)=C(O)CN1c1ccccc1N1CCOCC1	14	5	-9	-2	4.2	2	0.3	2	-1	13	11
52	CCOc1ccc(CN(C)C(=O)c2ccc(=O)[nH]c2)cc1	11	-4	-12	12	-0.1	6	0.0	0	-7	16	-6
53	O=c1c2ccccc2n(CC(O)CN2CCCCC2)c2ccccc12 (centres undefined)	9	-22	-8	39	0.2	2	0.1	-13	-1	5	11
54	COc1ccc(CN(C)C(=O)C2CSC3(C)CCC(=O)N23)cc1 (centres undefined)	18	-16	-6	3	0.3	-3	-0.3	5	-4	-11	-1

# By substructure: the compounds so far with fluorine.
item	Structure	HIF-2a inh	CF NFkB block	NR2E3 ag-1	TWEAK Fn14 block	hiPSC survival	NR2E3 ag-2	aDG glyco act	TRPM1 prom inh	KKLEB cytotox	Peg3 prom inh	Shn3 inh set2
1	CCCCCC(=O)N1C[C@H](O)[C@@H](n2cc(-c3ccc(F)cc3)nn2)C[C@@H]1c1ccc(OC)cc1	7	-25	-35	10	-1.6	.	0.3	.	-8	14	3
9	O=C(NCc1ccc(F)cc1)c1cccc(S(=O)(=O)N2CCCC2)c1	15	1	14	20	4.0	-1	0.1	-8	9	-1	3
12	CCc1nc2c(OCCn3cccc3)cccn2c1N(C)C(=O)c1ccccc1F	5	-9	-14	0	-1.7	.	-0.1	.	1	6	0
26	CSC1=N/C(=C\c2c(F)cccc2Cl)C(=O)S1	4	-7	-25	3	1.1	3	0.0	15	-3	-3	12
29	COc1ccc(CN2CCN(C(=O)c3ccc(F)cc3)CC2)c(OC)c1	17	-1	-3	-19	-0.5	4	0.1	-6	5	5	-71
32	COc1ccc(-c2c(-c3ccc(O)cc3O)n[nH]c2C(F)(F)F)cc1	16	-8	-16	39	-0.4	0	-0.3	28	0	0	17
35	O=C(COC(=O)C1CC(=O)N(Cc2ccccc2)C1)c1ccc(F)cc1 (centres undefined)	14	1	3	-12	-0.2	0	-0.1	12	-3	3	1
37	CC1=C(C(=O)N2CCCCCC2)CC(CC(=O)NCC2CCCCC2)C(=O)N1Cc1ccc(F)cc1 (centres undefined)	0	.	7	1	0.0	.	-0.1	.	.	.	.
43	Cc1ccc(OC(=O)c2ccccc2C(=O)OCC(F)(F)C(F)F)cc1	13	9	-11	7	-0.5	5	-0.2	-2	-6	-11	30

# Screening data (PubChem)

# The order is random; any-hit rate near 4.4%.
